Cav32 inh = inhibitors of human Cav3.2 T-type calcium channel; O95180; Cav3.2-expressing cells, Fluo-4 calcium fluorescence FDSS; stronger effect = lower value; B-score at 10 µM; 100,000 compounds, 4% hits;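 active = single-dose well whose peak fluorescence ratio is a statistical outlier from its plate by either plate-standardised score or position-corrected B-score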
Target sequence (O95180 whole entry, looked up): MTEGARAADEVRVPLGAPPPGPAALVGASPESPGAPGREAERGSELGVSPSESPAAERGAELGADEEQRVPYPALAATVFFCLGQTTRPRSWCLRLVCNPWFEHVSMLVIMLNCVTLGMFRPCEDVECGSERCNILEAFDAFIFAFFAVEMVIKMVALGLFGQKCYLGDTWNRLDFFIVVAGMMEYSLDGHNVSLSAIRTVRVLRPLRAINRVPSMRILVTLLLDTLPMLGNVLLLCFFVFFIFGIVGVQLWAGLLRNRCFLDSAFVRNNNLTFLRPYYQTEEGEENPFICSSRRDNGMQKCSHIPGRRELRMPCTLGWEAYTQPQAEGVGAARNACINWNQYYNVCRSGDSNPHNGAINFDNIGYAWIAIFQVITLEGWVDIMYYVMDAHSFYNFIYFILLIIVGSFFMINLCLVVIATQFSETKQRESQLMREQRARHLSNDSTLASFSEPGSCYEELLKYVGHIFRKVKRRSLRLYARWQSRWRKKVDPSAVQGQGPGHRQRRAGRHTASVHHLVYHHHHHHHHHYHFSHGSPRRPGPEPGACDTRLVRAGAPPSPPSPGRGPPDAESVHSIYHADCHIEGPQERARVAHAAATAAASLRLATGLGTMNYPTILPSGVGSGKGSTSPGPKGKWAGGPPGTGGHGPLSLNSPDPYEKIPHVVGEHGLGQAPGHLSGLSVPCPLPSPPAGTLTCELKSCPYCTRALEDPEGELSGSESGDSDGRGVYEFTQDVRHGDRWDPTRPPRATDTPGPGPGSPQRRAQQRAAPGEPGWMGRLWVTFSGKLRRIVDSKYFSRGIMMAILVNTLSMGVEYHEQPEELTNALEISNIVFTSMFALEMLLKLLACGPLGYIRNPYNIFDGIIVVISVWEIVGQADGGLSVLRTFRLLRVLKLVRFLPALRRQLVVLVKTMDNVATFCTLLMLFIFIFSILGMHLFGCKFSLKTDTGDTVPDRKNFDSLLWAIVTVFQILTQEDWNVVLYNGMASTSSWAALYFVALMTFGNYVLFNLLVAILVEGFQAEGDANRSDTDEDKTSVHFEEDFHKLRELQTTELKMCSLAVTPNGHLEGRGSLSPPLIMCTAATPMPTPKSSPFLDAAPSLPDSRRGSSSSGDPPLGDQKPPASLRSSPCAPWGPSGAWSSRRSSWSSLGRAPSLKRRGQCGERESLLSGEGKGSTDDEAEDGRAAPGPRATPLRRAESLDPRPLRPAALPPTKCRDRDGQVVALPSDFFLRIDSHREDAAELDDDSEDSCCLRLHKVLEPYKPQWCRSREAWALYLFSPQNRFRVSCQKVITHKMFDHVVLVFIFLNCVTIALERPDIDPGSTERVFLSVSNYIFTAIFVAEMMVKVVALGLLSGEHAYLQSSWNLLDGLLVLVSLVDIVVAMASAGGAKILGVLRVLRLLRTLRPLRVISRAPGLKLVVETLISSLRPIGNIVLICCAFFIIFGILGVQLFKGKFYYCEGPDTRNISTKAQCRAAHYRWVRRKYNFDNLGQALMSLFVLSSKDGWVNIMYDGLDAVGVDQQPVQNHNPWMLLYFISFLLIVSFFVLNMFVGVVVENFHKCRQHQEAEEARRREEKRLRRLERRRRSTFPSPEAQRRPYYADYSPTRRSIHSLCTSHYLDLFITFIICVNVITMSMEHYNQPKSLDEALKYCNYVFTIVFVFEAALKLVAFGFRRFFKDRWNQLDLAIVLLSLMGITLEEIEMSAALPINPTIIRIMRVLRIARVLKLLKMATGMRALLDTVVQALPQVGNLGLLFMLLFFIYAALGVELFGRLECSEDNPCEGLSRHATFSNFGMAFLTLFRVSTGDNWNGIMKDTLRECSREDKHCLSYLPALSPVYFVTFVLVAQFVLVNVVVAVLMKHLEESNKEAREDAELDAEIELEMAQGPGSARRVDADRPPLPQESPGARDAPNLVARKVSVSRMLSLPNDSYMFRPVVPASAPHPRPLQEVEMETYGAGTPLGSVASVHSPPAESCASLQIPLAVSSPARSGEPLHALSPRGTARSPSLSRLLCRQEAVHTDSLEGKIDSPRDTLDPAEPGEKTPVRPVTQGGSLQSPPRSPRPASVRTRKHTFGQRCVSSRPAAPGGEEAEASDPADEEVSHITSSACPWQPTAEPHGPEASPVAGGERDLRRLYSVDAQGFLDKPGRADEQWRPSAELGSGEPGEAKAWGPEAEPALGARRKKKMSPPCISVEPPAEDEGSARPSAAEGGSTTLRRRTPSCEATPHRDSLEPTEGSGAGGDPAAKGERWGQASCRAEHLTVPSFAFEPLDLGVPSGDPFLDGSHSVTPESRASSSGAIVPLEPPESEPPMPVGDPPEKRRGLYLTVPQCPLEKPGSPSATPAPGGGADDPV
* marks the source's active call; other numbers are inactive results; & = joins results of further samples. This is a subset (hit frequency here may not be typical).

SMILES	Cav32 inh
OCCCn1c(C2CCCN2c2nc(-c3ccc(F)cc3)cs2)nc2cc(Cl)c(N3CCCCC3)cc21 (stereo not given)	0.0804
C=CCn1c(SCC(=O)Nc2c(C)cccc2C)nnc1-c1cnccn1	0.477
CCCNC(=O)COC(=O)c1ccc(S(=O)(=O)N2CCCCCC2)cc1	0.981
C[C@@H](C(=O)NCc1ccc(S(C)(=O)=O)cc1)[C@@H]1C[C@@]1(C)[C@@H](NC(=O)OCc1ccccc1)c1ccccc1	-1.75
Cc1cc(C(=O)CSc2n[nH]c(-c3ccccc3F)n2)c(C)n1Cc1cccs1	-3.51
Cc1cccc(N2CCN(C(=O)c3cc4c(=O)n(C)c5ccccc5c4n3C)CC2C)c1 (stereo not given)	-4.41*
Cc1cc(C)n(C(=O)CNC(=O)c2ccco2)n1	0.395
CC(=O)c1ccc(-c2ccc([C@H]3[C@H]4C=CC[C@@H](C)[C@@H]4C(=O)N3Cc3ccccc3)c(F)c2)cc1	-0.117
O=c1oc2cc(OCc3ccc(C(F)(F)F)cc3)ccc2cc1-c1ccccn1	-0.375
O[C@H]1COC2C1OC[C@@H]2O (stereo not given in full)	-1.66
O=C(Nc1cccc2nsnc12)c1cccs1	0.774&-0.544
COc1ccc2nc(NC(=O)C3CCN(S(=O)(=O)c4cccnc4)CC3)sc2c1	1.02
O=C1NC[C@H](c2ccccc2)N(CC2CCCCC2)C1=O	-0.85
CC1Cn2c(nnc2-c2cccc(N)c2)S1 (stereo not given)	-0.00842
O=c1c2ccccc2nc2n1CCC2O (stereo not given)	-0.196
CCC1Oc2ccc(C)cc2N(CC(=O)NCc2cccc(OC)c2)C1=O (stereo not given)	-1.12
CCOC(=O)C(CC)n1cnc2sc3c(c2c1=O)CCC3 (stereo not given)	0.388
Cc1onc(-c2ccccc2)c1C(=O)OCC(=O)Nc1ccc2c(c1)OCO2	-0.911
O=C(COc1ccc(Cl)cc1Cl)NCCCN1CCOCC1	0.518
CCN(CC)CCOCCOc1cc(C)c(Cl)c(C)c1	0.559
CCOC(=O)C1CCN(S(=O)(=O)c2cn(C)c(=O)n(C)c2=O)CC1	0.254
COc1ccc(OC(=O)CCCN2C(=O)c3ccccc3C2=O)cc1	0.535
CCOn1c(=O)c(=O)n(OCc2ccccc2)c2ccccc21	0.0517
COc1ccc(Cn2cc3c(-c4ccc(F)cc4)nnc-3c3cc(OC)c(OC)cc32)cc1	-2.12
Cc1ccc(C(c2sc3ncnn3c2O)N2CCC(C)CC2)cc1 (stereo not given)	3.19
CCC(=O)Nc1nc2c(OC)ccc(C)c2s1	0.0337
COC(=O)c1cn(NC(=O)c2ccc(OC)c(OC)c2)c(=O)c2ccccc12	-0.281
C=CCn1c(SCC(=O)NCC2CCCO2)nnc1C1CCCCC1 (stereo not given)	0.571
O=C(COc1nncc2ccccc12)NCCC1=CCCCC1	0.453
COc1cccc(-n2c(SCC(=O)N3c4ccccc4CC3C)nnc2-c2ccco2)c1 (stereo not given)	-3.72*
CC(=O)Oc1ccc2ccccc2c1C(NC(=O)C(C)C)c1cccc([N+](=O)[O-])c1 (stereo not given)	-2.69
COc1ccc(CCNC(=O)C2CCN(Cc3nc(-c4ccccc4C)oc3C)CC2)cc1OC	-0.0694
N/C(=N\OC(=O)CCC1CCCCC1)c1ccccn1	0.693
CCC(c1nnc(SCc2nc3ccccc3s2)n1Cc1ccccc1)N(C)C (stereo not given)	-1.17
CC1CCc2nc(NC(=O)CN3CCN(c4ccccc4)CC3)sc2C1 (stereo not given)	-2.12
COc1ccc(C2CC(O)(c3ccccc3)Oc3c(C)ccc(C)c32)cc1 (stereo not given)	-0.552
O=C(Cn1ccc([N+](=O)[O-])n1)NCc1ccco1	0.186
CCC(C)NC(=S)NNC(=O)c1ccc(C(C)(C)C)cc1 (stereo not given)	-2.28
CCOC(=O)Cc1nnc2c(Nc3ccc(C)cc3)nc3nonc3n12	1.2
CC(C)NC(=O)COC(=O)c1cc(F)c(F)cc1Cl	0.415
CC(=O)OCC(=O)Nc1ccc(C(C)=O)cc1	0.459
CCOC(=O)C1CCCN(C/C(O)=C(\C#N)c2nc(-c3ccccc3)cs2)C1 (stereo not given)	1.32
COc1cc(-c2nnc(-c3cccnc3)o2)cc(OC)c1OC	0.11
COc1ccc(NC(=O)CCS(=O)(=O)c2ccccc2)c(OC)c1	0.412
CC(C)CN(C(=O)CSc1nncs1)c1c(N)n(CC(C)C)c(=O)[nH]c1=O	0.611
O=C(Cc1ccccc1)Nc1ccccc1CO	0.133
CCOc1cc(NS(C)(=O)=O)c(OCC)cc1NC(=O)c1cccs1	0.409
O=C(Cn1c(CN2CCCCC2)nc2ccccc2c1=O)NCc1ccco1	-0.144
O=c1[nH]c(Cn2nnc(-c3ccccc3)n2)nc2scc(-c3ccccc3)c12	-1.29
Cc1cc(C)nc(NS(=O)(=O)c2ccc(NC(=S)NC(=O)C(C)C)cc2)n1	0.611
CN1C2C=C3C(C#N)=C(N)C(C#N)(C#N)[C@@H](c4cccc(F)c4)[C@@H]3C1CC2 (stereo not given in full)	0.0274
CCCCCCNC(=O)Cc1nc2nc(C)cc(C)n2n1	-3.2
Cn1c(=O)n(C)c2cc(NS(C)(=O)=O)ccc21	0.617
Cc1cc(Cl)cc(Br)c1OCCCN1C(=O)NC(C)(C)C1=O	-1.82
COCC(=O)N(C)c1nnc(-c2cnccn2)s1	1.08
CCn1c(CC(=O)Nc2ccc(C)cc2)nnc1SCC(=O)N1CCN(c2ccccc2)CC1	-0.831
O=C(c1ccco1)N1CCN(CCCCN2C(=O)c3ccccc3C2=O)CC1	0.356
C#CCNC(=O)C1=C[C@H](C2CCCCC2)C[C@H](OCc2ccc(CO)cc2)O1	0.366
C=CCn1c(SCc2c(C)noc2C)nnc1C1COc2ccccc2O1 (stereo not given)	-4.87*
Cc1cc2nc(C3CCCN(C(=O)NCc4ccccc4)C3)[nH]c2cc1C (stereo not given)	-2.67

(further entries)
SMILES	Cav32 inh
Cc1ccc(C)c(C(=O)CSc2n[nH]c(C(C)C)n2)c1	0.00105
Cc1ccc(C(=O)NCCc2nnc(SCC(=O)Nc3nc(-c4ccccc4)cs3)n2C)cc1	0.0675
COc1cc(C(=O)NC2=NCCS2)cc(OC)c1OC	-0.0876
O=C(Nc1ccccc1)OCCNC(=O)c1ccccc1	1.14
Cc1cnc(NC(=O)COc2ccccc2)s1	0.627
CCOC(=O)/C(C#N)=C\C1=C(N2CCCC2)CC(C)(CC)OC1 (stereo not given)	2.25
CC1(C)CC(=O)C(C=NCCCN2CCOCC2)=C(O)C1	-0.623
CCN1CCN(C(c2cc3cc4c(cc3[nH]c2=O)OCO4)c2nnnn2C(C)(C)CC)CC1 (stereo not given)	-0.334
c1ccc(-n2ncc3c2ncn2c(C4CCCCC4)nnc32)cc1	-0.443
O=C(/C=C/c1ccccc1)N1CCN(CC(O)COc2ccccc2)CC1 (stereo not given)	0.432
COc1cccc(/C=c2/s/c(=C(\C#N)C(=O)N3CCOCC3)n(-c3ccccc3)c2=O)c1	0.0913
O=C1Nc2ccccc2C(O)(C(=O)NCc2ccc3c(c2)OCO3)N1c1ccccc1 (stereo not given)	-0.778
COc1ccc(CCNc2nc3ccccc3n3nnnc23)cc1OC	-0.0536
CCC(c1nnnn1Cc1ccco1)N(CCc1ccccc1)Cc1cc2ccc(OC)cc2[nH]c1=O (stereo not given)	-0.605
COC(=O)CSc1nnc(CSc2nc(C)cc(C)n2)n1Cc1ccco1	0.0248
COC(=O)C1=C(C)NC(C)=C(C(=O)OC)C1c1ccc(N(C)C)cc1	-0.99
COC(=O)C1=C(C)NC(=O)NC1c1cc(Cl)ccc1OC (stereo not given)	1.45
CCN1CCN(Cc2ccc(NC(=O)c3ccc(C)c(NC(=O)C[C@@H]4NC(=O)[C@H](Cc5ccccc5)NC4=O)c3)cc2C(F)(F)F)CC1	0.628
Cc1cccc(NC(=O)CN(C)S(=O)(=O)c2cccs2)c1	0.0392
CO/C([O-])=N/c1c[n+](-c2ccc(C)cc2)no1	0.787
O=C(OCC(=O)N1CCCC1)c1ccco1	0.416
Cc1cc(S(=O)(=O)N(Cc2ccc(F)cc2)CC2CCCO2)ccc1-n1cnnn1 (stereo not given)	0.388
COc1ccccc1NS(=O)(=O)c1cccc(C(=O)N/N=C(\C)c2ccc(-n3ccnc3)cc2)c1	0.868
C#Cc1ccc([C@@H]2C=C(C(=O)NC3CC3)O[C@H](OCC)[C@H]2CCCO)cc1	0.346
CCCCSC(=O)Nc1ccccc1	0.337
CCC(C)[C@H](NC(=O)NCc1cccs1)C(=O)O (stereo not given in full)	0.91
O=C(c1ccco1)N1CCN(S(=O)(=O)N2CCOCC2)CC1	0.161
CC(=O)N1CCC2(CC1)C(C#N)=C(N)Oc1c2sc2nc(C)cc(C)c12	-0.437
CCOC(=O)CC(=O)CSc1nc2ccccc2c(=O)n1-c1ccc(C(=O)NCCOC)cc1	2.16
N#CC(c1ccccn1)(c1ncc(C(F)(F)F)cc1Cl)N1CCOCC1 (stereo not given)	0.777

Filtered by structure: the entries above with fluorine (10)
SMILES	Cav32 inh
OCCCn1c(C2CCCN2c2nc(-c3ccc(F)cc3)cs2)nc2cc(Cl)c(N3CCCCC3)cc21 (stereo not given)	0.0804
Cc1cc(C(=O)CSc2n[nH]c(-c3ccccc3F)n2)c(C)n1Cc1cccs1	-3.51
CC(=O)c1ccc(-c2ccc([C@H]3[C@H]4C=CC[C@@H](C)[C@@H]4C(=O)N3Cc3ccccc3)c(F)c2)cc1	-0.117
O=c1oc2cc(OCc3ccc(C(F)(F)F)cc3)ccc2cc1-c1ccccn1	-0.375
COc1ccc(Cn2cc3c(-c4ccc(F)cc4)nnc-3c3cc(OC)c(OC)cc32)cc1	-2.12
CC(C)NC(=O)COC(=O)c1cc(F)c(F)cc1Cl	0.415
CN1C2C=C3C(C#N)=C(N)C(C#N)(C#N)[C@@H](c4cccc(F)c4)[C@@H]3C1CC2 (stereo not given in full)	0.0274
CCN1CCN(Cc2ccc(NC(=O)c3ccc(C)c(NC(=O)C[C@@H]4NC(=O)[C@H](Cc5ccccc5)NC4=O)c3)cc2C(F)(F)F)CC1	0.628
Cc1cc(S(=O)(=O)N(Cc2ccc(F)cc2)CC2CCCO2)ccc1-n1cnnn1 (stereo not given)	0.388
N#CC(c1ccccn1)(c1ncc(C(F)(F)F)cc1Cl)N1CCOCC1 (stereo not given)	0.777

The list goes on:
SMILES	Cav32 inh
COC(=O)CNC(=O)COC(=O)C(Cc1ccccc1)NC(=O)c1ccco1 (stereo not given)	0.0371
Cc1cccc(C)c1NC(=O)CSCC(=O)c1ccc(O)c(O)c1	0.569
COc1ccc(Cc2nc(-c3ccc(-n4cccc4)cc3)no2)cc1	0.00058
O=[N+]([O-])c1ccc(C2CNC(c3ccccc3)O2)cc1 (stereo not given)	-0.226
O=C(N1CCN=C1SCc1cccnc1)C12CC3CC(CC(C3)C1)C2	1.26
Cc1nc(=O)c(-c2ccccc2)c(C)n1CC1CCCO1 (stereo not given)	0.191
CS(=O)(=O)N1CCCC(C(=O)NCCCN2CCOCC2)C1 (stereo not given)	1.31
COc1cc(C(=O)N2CCN=C2c2ccccc2)cc(OC)c1OC	0.215
CC(Sc1nnc(-c2ccc(C(C)(C)C)cc2)n1C)C(N)=O (stereo not given)	0.195
CCOC(=O)Cc1nc2ccccc2[nH]1	-0.561
CN(C)c1nc2n(c(=O)n1)C(C#N)CS2 (stereo not given)	-0.134
Cc1ccc2[nH]c(=O)c(C(c3nnnn3C(C)(C)C)N(Cc3ccco3)CC3CCCO3)cc2c1 (stereo not given)	-1.13
COC(=O)Cc1ccc(NC(=O)c2ccc(C(C)(C)C)cc2)cc1	-5.17*
O=S(=O)(c1ccc(Nc2ccc(-c3ccc4c(c3)OCCO4)nn2)cc1)N1CCCC1	0.0614
CSc1nc2ccc(N3C(=O)C4CCCCC4C3=O)cc2s1 (stereo not given)	0.577

Among those listed so far, these contain a CF3 group:
SMILES	Cav32 inh
O=c1oc2cc(OCc3ccc(C(F)(F)F)cc3)ccc2cc1-c1ccccn1	-0.375
CCN1CCN(Cc2ccc(NC(=O)c3ccc(C)c(NC(=O)C[C@@H]4NC(=O)[C@H](Cc5ccccc5)NC4=O)c3)cc2C(F)(F)F)CC1	0.628
N#CC(c1ccccn1)(c1ncc(C(F)(F)F)cc1Cl)N1CCOCC1 (stereo not given)	0.777

The listing continues:
SMILES	Cav32 inh
CCc1cccc2c(C=C(C#N)C#N)cn(CC(=O)N3CCCCCC3)c12	0.00373
Cc1ccc(S(=O)(=O)/N=C(\CN2CCOCC2)N2CCOCC2)cc1	0.612
Cc1cccc2nc(Cn3c(=O)n(CCC(=O)NCc4ccco4)c(=O)c4sccc43)cc(=O)n12	0.404
Cn1c(CN2CCCC2)nc2cc(NC(=O)Nc3ccccc3)ccc21	-0.00756
O=C(NCc1ccco1)c1cnc2ccccn2c1=O	0.351
Brc1ccccc1OCCCCCN1CCCC1	-0.648
Cc1nn(Cc2ccc([N+](=O)[O-])cc2)c(=O)n1-c1ccc(F)cc1	0.569
CC(C)CCNC(=O)CSc1nnc(-c2ccc(S(=O)(=O)N3CCCC3)cc2)n1C	0.131
O=C(NCc1ccc2c(c1)OCO2)c1cccc(S(=O)(=O)N2CCOCC2)c1	0.897
O=C1CC(=O)CC(c2ccccc2Cl)C1	0.229
COC(=O)c1ccc(N2CCN(C)CC2)c(NC(=O)COc2ccc(OC)cc2)c1	2.08
CCCc1nc2ccc(NC(=O)NCCC(=O)OCC)cc2c(=O)n1Cc1cccc(Cl)c1	-0.969
CCOC(=O)N1CCN(S(=O)(=O)c2cc(Br)cc3c2N(C(=O)CC)CC3)CC1	-0.15
COc1ccc(CCNC(=O)c2cc(C(C)C)on2)cc1OC	-1.18
COc1ccc(NC(=O)NCc2ccncc2)cc1	0.0631
O=[N+]([O-])c1ccc(N2CCN(C(=S)NC3CCCCC3)CC2)cc1	-1.28
COc1cccc(C2/C(=C(\O)c3ccc4c(c3)OCCO4)C(=O)C(=O)N2CCN(C)C)c1 (stereo not given)	0.0332
COc1ccc(Sc2ccccc2CN(C)C)cc1OC	-0.0893
O=C(CCNS(=O)(=O)c1cccc2nsnc12)N1CCc2ccccc21	0.861
Cc1cc(=O)oc(C)c1C(=O)NC12CC3CC(CC(C3)C1)C2	0.479
CC(C)NC(=O)C(C)n1cccc1C(=O)c1ccccc1 (stereo not given)	-0.268
O=S(=O)(Nc1cccc2cn[nH]c12)c1ccc(F)cc1	-0.537
Cn1cnnc1SCC(=O)N1CCC(Cc2ccccc2)CC1	0.464

High-throughput results deposited in PubChem BioAssay by Vanderbilt High Throughput Screening Facility.
